RGS4-Gao reg: modulates binding of RGS4 to human Galphao. hit rate 0.33% among 220,000. binding response (% of control), % at 10 µM. AID 1415. Multiplexed bead flow cytometry; actives lie on both sides; in the data active means binding response below about 49% or above about 150%; inactive means in between;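 further: fluorescent Galphao activated with aluminum fluoride binding bead-coupled RGS4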
Target sequence (P09471 whole entry, looked up): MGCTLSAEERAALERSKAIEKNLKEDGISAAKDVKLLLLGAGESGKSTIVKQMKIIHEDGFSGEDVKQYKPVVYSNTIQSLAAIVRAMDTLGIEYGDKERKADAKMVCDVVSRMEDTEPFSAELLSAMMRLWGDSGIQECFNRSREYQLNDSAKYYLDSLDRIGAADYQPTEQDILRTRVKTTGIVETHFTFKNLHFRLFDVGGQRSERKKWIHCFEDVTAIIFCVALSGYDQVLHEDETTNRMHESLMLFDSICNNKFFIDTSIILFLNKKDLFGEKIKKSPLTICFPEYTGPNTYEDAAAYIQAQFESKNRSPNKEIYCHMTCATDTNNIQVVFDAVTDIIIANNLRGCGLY
Bfl-1 Bim block: inhibitors of Bim-Bfl-1 interaction, human. Q16548. Bead-based flow cytometry, Bim-Bfl-1 binding inhibition. inhibition, % at 10 µM. hit rate 0.12% among 190,000. AID 1008;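 further: 0% = wells without compound plus tracer and 100% = blocker peptide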
ABCG2 inh: blocks JC-1 efflux by human ABCG2 transporter | Q9UNQ0 | IgMXP3 cells, flow cytometry | inhibition, % at 6.6 µM | hit rate 0.1% among 190,000 | AID 1325;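 active means inhibition above 80%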;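 further: 0% = DMSO and 100% = nicardipine control wells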
Target sequence (Q9UNQ0 whole entry, looked up): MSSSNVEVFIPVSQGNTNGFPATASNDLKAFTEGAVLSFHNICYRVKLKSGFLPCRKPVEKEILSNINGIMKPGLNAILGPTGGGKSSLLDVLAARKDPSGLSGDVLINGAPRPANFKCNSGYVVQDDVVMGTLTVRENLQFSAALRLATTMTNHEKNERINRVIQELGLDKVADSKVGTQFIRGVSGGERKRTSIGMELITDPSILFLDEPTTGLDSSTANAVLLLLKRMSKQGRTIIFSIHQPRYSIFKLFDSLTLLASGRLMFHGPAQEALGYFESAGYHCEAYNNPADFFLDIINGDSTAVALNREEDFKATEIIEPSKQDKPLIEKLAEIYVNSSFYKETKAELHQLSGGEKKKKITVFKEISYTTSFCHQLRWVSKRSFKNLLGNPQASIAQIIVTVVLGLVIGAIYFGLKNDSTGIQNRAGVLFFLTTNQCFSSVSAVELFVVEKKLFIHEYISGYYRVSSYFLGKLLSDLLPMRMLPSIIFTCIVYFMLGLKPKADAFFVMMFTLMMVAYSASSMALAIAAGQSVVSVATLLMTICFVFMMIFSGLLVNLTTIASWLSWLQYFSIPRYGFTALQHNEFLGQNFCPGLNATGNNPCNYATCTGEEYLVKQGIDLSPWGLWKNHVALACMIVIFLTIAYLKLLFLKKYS
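Test system: ABCG2 IgMXP3 and barcoded ABCB1 CCRF-Adr cell mix; Schedule: cells with compound and JC-1, 10 min at 25 °C, rotating, no wash; Technique: flow cytometry of retained JC-1 fluorescence; Measure: % inhibition of efflux relative to nicardipine and DMSO; Controls: nicardipine high and DMSO low controls.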
Bcl-W Bim block: human Bim-Bcl-W interaction inhibition; Q92843; bead-based flow cytometry, Bim peptide-Bcl-W binding; inhibition, % at 10 µM; hit rate 0.02% among 190,000; AID 952;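 further: 0% = bound tracer without compound and 100% = peptide blocker; higher means less fluorescent Bim peptide bound to Bcl-W beads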
RGS7-Gao: modulates binding of RGS7 to human Galphao; hit rate 0.35% among 220,000; Multiplexed bead flow cytometry; actives lie on both sides; P09471; AID 1439; binding response (% of control), % at 10 µM; in the data active means binding response below about 49% or above about 150%; inconclusive means no clear call, values can overlap the other calls; inactive means in between;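 further: fluorescent Galphao held in activated GDP-AlF4 state binding bead-coupled RGS7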
ABCB1 inh: human ABCB1 inhibition, ABCG2 as counter-screen | CCRF-Adr cells, JC-1 efflux, flow cytometry | hit rate 0.067% among 190,000 | P08183 | inhibition, % at 6.6 µM | AID 1326; in the data active means inhibition above about 40%;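 further: 0% = vehicle and 100% = reference inhibitor; higher value means more JC-1 retained so stronger ABCB1 efflux block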
Avidin bead fluor: compound fluoresces at 488/530 nm on avidin beads; AID 1775; compound fluorescence 488/530 nm, flow cytometry; hits give high values; fluorescence (KMESF) at 10 µM; hit rate 0.38% among 220,000; in the data active means fluorescence above about 47; further: inactives centre near 10
Bcl-B Bim block: human Bim-Bcl-B interaction inhibition; bead-based flow cytometry, Bim peptide-Bcl-B binding; inhibition, % at 10 µM; hit rate 0.073% among 190,000;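 further: 0% = tracer peptide without compound and 100% = reference inhibitor peptide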
Bim-Bcl-XL: human Bim-Bcl-XL interaction inhibition. Q07817. Bim peptide-Bcl-XL binding, bead flow cytometry, fluorescence. inhibition, % at 10 µM. hit rate 0.04% among 190,000. AID 1007
GSH bead fluor: compound fluoresces at 488/530 nm on GSH beads; hit rate 0.25% among 190,000; AID 1776; GSH beads flow cytometry, compound fluorescence 488/530 nm; hits give high values; fluorescence (KMESF) at 10 µM; in the data active means fluorescence above about 89;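 further: glutathione beads carrying GST-tagged Bcl family fusion proteins plus one bare bead set; values are compound well signal with DMSO vehicle wells as background; inactives centre near 16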
Bim-Bcl-2: inhibitors of Bim-Bcl-2 interaction, human; P10415; Bead-based flow cytometry, Bim peptide-Bcl-2 binding; inhibition, % at 10 µM; hit rate 0.06% among 190,000; in the data active means inhibition above about 40%; inconclusive means no clear call, values can overlap the other calls;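 further: 0% = no compound wells with probe peptide and 100% = reference peptide inhibitor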
* marks the source's active call; other numbers are inactive results; ? = inconclusive; nt = not tested or not shown; [ ] = dose if it differs, or a comment. Unless noted, no stated cut-off is given here; in the data, active means inhibition above about 40%.

SMILES	RGS4-Gao reg	Bfl-1 Bim block	ABCG2 inh	Bcl-W Bim block	RGS7-Gao	ABCB1 inh	Avidin bead fluor	Bcl-B Bim block	Bim-Bcl-XL	GSH bead fluor	Bim-Bcl-2
NC(=O)COC(=O)c1ccc(S(=O)(=O)N2CCCCCC2)cc1	102	-9	1	0	97	0.2	11	-5	-1	13	-7
Cc1ccc(S(=O)(=O)c2ccc(Cl)cc2)cc1S(=O)(=O)N1CCOCC1	105	-17	11	1	103	4.6	31	-5	-5	23	-14
COC(=O)Cn1c(=O)c2c(nc(Br)n2CC(=O)OC)n(C)c1=O	100	-4	0	-1	98	0.2	10	0	0	6	-2
CCCCN1C(=O)c2ccc(C(=O)NCCN3C(=O)S/C(=C\c4cccnc4)C3=O)cc2C1=O	99	7	4	-5	100	2.1	13	-7	-2	9	1
O=C(COc1ccc(Br)cc1)NNC(=S)NC(=O)c1ccccc1[N+](=O)[O-]	104	0	-1	-2	104	-0.2	13	-2	0	21	-1
CCC(C)c1ccccc1NC(=O)COC(=O)c1ccc2[nH]c3c(c2c1)CCCC3 (stereo unspecified)	97	6	0	3	96	-0.2	2	0	0	4	2
COc1ccc(CCN=C2SCC(=O)N2C)cc1OC	99	-2	4	-9	102	0.9	11	-6	-9	8	-6
CC(C)C1=NOC(C(=O)N2CCC(N3CCC(C(=O)N4CCOCC4)CC3)CC2)C1 (stereo unspecified)	101	-3	1	12	99	0.0	10	1	2	10	0
Cc1ccsc1/C=N/n1c(-c2ccccc2)n[nH]c1=S	89	9	-2	0	93	-0.3	3	-31	-3	17	0
Cc1ccc(OCC(=O)OC2CCCN(C)C2)cc1 (stereo unspecified)	100	-5	0	-3	99	0.0	15	-5	-2	13	-3

3 compounds already listed, sorted by the value under Bim-Bcl-2, smallest number first.
Molecule | RGS4-Gao reg | Bfl-1 Bim block | ABCG2 inh | Bcl-W Bim block | RGS7-Gao | Avidin bead fluor | Bcl-B Bim block | Bim-Bcl-XL | GSH bead fluor | Bim-Bcl-2
NC(=O)COC(=O)c1ccc(S(=O)(=O)N2CCCCCC2)cc1 | 102 | -9 | 1 | 0 | 97 | 11 | -5 | -1 | 13 | -7
COC(=O)Cn1c(=O)c2c(nc(Br)n2CC(=O)OC)n(C)c1=O | 100 | -4 | 0 | -1 | 98 | 10 | 0 | 0 | 6 | -2
O=C(COc1ccc(Br)cc1)NNC(=S)NC(=O)c1ccccc1[N+](=O)[O-] | 104 | 0 | -1 | -2 | 104 | 13 | -2 | 0 | 21 | -1

(more compounds)
SMILES	RGS4-Gao reg	Bfl-1 Bim block	ABCG2 inh	Bcl-W Bim block	RGS7-Gao	ABCB1 inh	Avidin bead fluor	Bcl-B Bim block	Bim-Bcl-XL	GSH bead fluor	Bim-Bcl-2
CSc1ccc(C(=O)C2CCCN(C(=O)Cc3nonc3C)C2)cc1 (stereo unspecified)	104	-8	2	0	102	1.0	7	-6	-5	19	-8
COc1ccc(C[C@H]2CN3C(=NC[C@@H]3C(C)C)N2CCNC(=O)c2ccc(C)c(Br)c2)cc1	98	0	2	-2	98	0.2	6	-9	-1	21	0
Cc1ccc(-c2nnn(CC(=O)NCCc3ccc4c(c3)OCO4)n2)cc1	99	-3	2	1	?	1.7	10	-2	-1	14	-6
Cc1ccc(-c2csc(NNC(=O)c3ccccc3)n2)cc1	105	0	-12	-1	107	-1.2	14	-2	-4	5	2
COc1ccccc1N1CCN(C(=S)Nc2ccc(S(=O)(=O)N3CCOCC3)cc2)CC1	103	-2	-1	0	104	-0.7	3	-10	-3	10	0
COc1ccccc1NC1=NCC(=O)N1Cc1ccccc1	102	-11	7	0	103	1.1	8	-6	-5	14	-9
CN(C)CCNC(=O)C1CCCNC1=O (stereo unspecified)	99	-4	1	-3	101	0.5	41	-2	-2	23	-3
COC(=O)c1cc(-c2ccc(OC)c(OC)c2)n[nH]1	93	1	7	1	97	0.3	7	1	3	10	-6
CC(=O)c1ccc(-n2c(SCC(=O)c3c[nH]c4ccccc34)nc3ccccc3c2=O)cc1	179*[activator]	8	3	0	184*[activator]	1.1	2389*	0	-4	12	-1
CCOC(=O)C1CCN(C(=O)c2ccccc2N(C)S(C)(=O)=O)CC1	96	-13	4	-1	96	0.5	13	-10	-4	29	-8
O=C(Nc1cccnc1)C1=NN(C2CCS(=O)(=O)C2)C(=O)CC1 (stereo unspecified)	106	0	4	-4	101	1.6	9	-4	-2	18	2
Cc1cc(C)c(S(=O)(=O)Cc2ccccc2)c(=O)[nH]1	103	-8	0	-1	108	-0.4	12	-9	-3	14	-1
O=C(CCS(=O)(=O)c1cccs1)N1CCN(c2ccc(F)cc2)CC1	103	-16	11	-3	102	0.1	15	-10	-6	25	-8
O=C(NC1CC1)C1=C[C@@H](C2CCCCC2)C[C@@H](OCc2ccc(CO)cc2)O1	90	-4	9	-1	94	0.8	6	-5	0	17	-1
CCN(CC(=O)NCc1ccc(F)cc1)C(=O)/C=C/c1ccco1	97	1	-1	0	98	-0.8	nt	1	1	13	0
c1ccc(Cc2cc[n+](Cc3ccccc3)cc2)cc1	99	-4	0	0	99	0.0	11	1	0	19	0
CC(C)Cn1c(N2CCN(CC(=O)Nc3ccc(Cl)cc3)CC2)nc2ccccc21	99	0	23	-1	98	23	9	-1	0	14	-5
COc1ccc(Cc2nnc(-c3ccccc3)o2)cc1	101	-6	8	0	92	0.8	9	-2	-2	20	-2
Cc1cccc(-c2noc(-c3ccoc3C)n2)c1	100	-3	0	1	?	0.1	9	-4	-1	19	0
CCCCCCCc1c(C)nc(N2CCOCC2)[nH]c1=O	101	-7	1	3	98	0.3	11	-1	-1	7	0
O=C(Cn1cnc2ccc(Br)cc2c1=O)c1cccs1	103	0	1	-1	100	0.2	10	2	1	7	-4
CN(CCc1ccccn1)C(=O)Nc1ccc(F)cc1	106	-13	4	0	106	0.2	9	-4	6	50	-6
O=C(Nc1ccc(-c2nnc3n2CCCCC3)cc1)c1ccco1	98	-5	0	-11	99	0.3	1	-9	-12	17	-1
Cc1nc(-c2cccnc2)sc1C(=O)Nc1ccc(C(F)(F)F)cc1	94	-14	14	-3	93	0.9	13	-10	-4	33	-10
CC(=O)/C(=C/N(C)C)Sc1ccc(C)cc1	98	-2	3	-1	98	0.5	13	0	-4	20	-4
COc1ccc(C(=O)C2CCCN(Cc3cccn3-c3ccccn3)C2)c(OC)c1 (stereo unspecified)	101	-12	3	-2	102	0.9	11	-7	-2	52	-7
Cc1cc(=S)n(-c2ccccc2)n1C	105	-10	1	0	107	0.3	6	-8	-3	26	-6
O=C(O)CCc1ccc(-c2ccc(F)cc2)n1CC(=O)O	101	-1	0	-4	98	0.0	34	-5	-3	21	-5
COc1ccccc1NC(=O)c1cc(OC)c(OC)cc1[N+](=O)[O-]	106	-6	3	0	103	0.5	10	-1	-1	13	0
COC(=O)c1ccc2nc(Nc3nc4ccc(F)cc4s3)sc2c1	102	1	-1	-8	98	-0.4	11	-7	-8	17	0
O=C(COC(=O)c1ccccc1NC(=O)c1ccco1)Nc1ncc(Cl)cc1Cl	99	2	0	-1	100	0.5	39	0	-3	18	2
CCCSc1nnc(N2C(=O)CC(c3ccsc3)C3=C2CCCC3=O)s1 (stereo unspecified)	95	-7	3	2	94	1.0	7	-2	-1	22	-6
O=S(=O)(NN=C1CCCCC1)c1ccccc1	98	-7	1	-3	99	0.5	11	-5	-2	15	-3
CCCOC(=O)C1=C(C)NC2=C(C(=O)C(C(=O)OC)C(C)C2)C1c1ccc(N(C)C)cc1 (stereo unspecified)	103	13	4	4	104	1.2	46	-4	0	20	3
CCO[C@H]1OC(C(=O)NCc2ccccc2)=C[C@@H](C2CC2)[C@@H]1CCCO	101	-6	1	-3	106	0.1	7	-3	-3	20	-2
COc1cccc(C(=O)/C=C/Nc2ccc(S(=O)(=O)Nc3onc(C)c3C)cc2)c1	101	53*	3	17	100	0.0	11	78*	3	2	82*
C=C(C)c1cccc(C(C)(C)NC(=O)N2CCC(C(N)=O)CC2)c1	102	-9	0	-1	103	-0.3	24	-7	-3	8	-3
Cc1ccc(N2CCN(/N=C/C(Cl)=C/c3ccccc3)CC2)cc1	98	-5	10	-4	?	1.6	11	-5	-6	13	0
O=CN1CCN(C(=O)c2ccccc2F)CC1	102	-3	2	-2	108	0.1	28	0	-1	15	-2
COC(=O)c1cc(Br)c(=O)n(CCN2CCOCC2)c1	99	-11	1	4	105	0.2	7	-5	-4	4	-5
COc1ccc2[nH]cc(C(=O)CN3CCCCC3C)c2c1 (stereo unspecified)	95	0	0	1	97	0.2	8	-3	-3	5	2
O=C(c1ccco1)N1CCN(c2nnc(-c3ccccc3)c3ccccc23)CC1	106	-9	2	0	107	1.3	10	-5	-14	31	-8
COC(=O)c1c(C)[nH]c(C(=O)OCC(=O)NCC(C)C)c1C	93	-15	43	-2	95	0.9	17	-9	-8	34	-7
CC(CCc1ccccc1)NC(=O)c1cccs1 (stereo unspecified)	95	-1	2	-3	94	0.5	8	-1	-3	34	-2
Cc1ccc2nc(C)c(C(=O)NN=C3CCCCCC3)n2c1	100	-9	1	-2	104	0.1	12	-6	-4	14	-7
N#Cc1cc2[nH]c3ccccc3c2[n+](-c2ccc([N+](=O)[O-])cc2)c1N	103	-5	0	0	105	0.0	12	-1	0	9	-3
COc1ccccc1N1CCN(Cc2ccc(O)c3ncccc23)CC1	99	-13	8	0	96	1.4	8	-5	-5	11	-7
O=C(NCCCn1ccnc1)c1cc2c(ccc3ccccc32)o1	99	-6	4	0	101	0.6	21	-2	-2	11	-1
O=C(Cc1ccc(F)cc1)OCC(=O)c1cc2ccccc2o1	92	-12	3	3	94	0.9	10	-6	-16	64	-3
Cc1cccc(NS(=O)(=O)Cc2ccccc2)n1	98	2	0	-2	100	0.2	24	-6	-4	19	-12
Further compounds follow.
SMILES	RGS4-Gao reg	Bfl-1 Bim block	ABCG2 inh	Bcl-W Bim block	RGS7-Gao	ABCB1 inh	Avidin bead fluor	Bcl-B Bim block	Bim-Bcl-XL	GSH bead fluor	Bim-Bcl-2
O=C(NCc1nc2ccccc2[nH]1)c1cccc(S(=O)(=O)N2CCCC2)c1	104	-13	0	0	106	0.2	10	-10	1	29	-10
O=C(Nc1nc(-c2ccccc2)cs1)c1ccc2c(c1)S(=O)(=O)c1ccccc1C2=O	98	0	-3	-3	100	-0.4	0	-2	0	6	-2
Cc1ccc2c(c1)N=C(c1ccc(F)cc1)CO2	95	1	6	0	95	-0.2	8	5	0	29	-2
O=C(CCNS(=O)(=O)c1ccc(Cl)cc1)N1CCN(Cc2ccccc2)CC1	104	-2	2	-2	102	1.4	8	-8	-8	24	-4
O=C(/C=C/c1ccc([N+](=O)[O-])cc1)N1CCN(c2ccccc2F)CC1	99	-1	12	0	99	1.5	5	2	0	7	-3
COc1cccc(Cn2cccc(NC(=O)Nc3ccc(C#N)cc3)c2=O)c1	97	0	3	-1	100	0.1	36	-3	-2	14	0
COC(=O)c1ccc(C2NC(=S)N(c3ccccc3)C(C)=C2C(=O)Nc2ccccc2OC)cc1 (stereo unspecified)	99	-11	4	-3	89	2.4	8	-7	0	11	-6

High-throughput results as filed in PubChem BioAssay.
